Compound activity deposited in PubChem by Johns Hopkins Ion Channel Center.
KCNK3 block – human KCNK3 channel inhibitors, primary screen, CHO cells, FluxOR thallium flux, B-score. Potassium channel subfamily K member 3 (Homo sapiens), O14649. FluxOR fluorescence; hits give low values. B-score at 10 µM. hit rate 0.84% among 340,000. AID 602410, 2012;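 active = B-score under library mean minus 4 SD, starting fluorescence ratio at most library mean plus 5 SD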;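 note: more negative B-score means stronger inhibition of thallium flux through KCNK3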
Target sequence (O14649 whole entry, looked up): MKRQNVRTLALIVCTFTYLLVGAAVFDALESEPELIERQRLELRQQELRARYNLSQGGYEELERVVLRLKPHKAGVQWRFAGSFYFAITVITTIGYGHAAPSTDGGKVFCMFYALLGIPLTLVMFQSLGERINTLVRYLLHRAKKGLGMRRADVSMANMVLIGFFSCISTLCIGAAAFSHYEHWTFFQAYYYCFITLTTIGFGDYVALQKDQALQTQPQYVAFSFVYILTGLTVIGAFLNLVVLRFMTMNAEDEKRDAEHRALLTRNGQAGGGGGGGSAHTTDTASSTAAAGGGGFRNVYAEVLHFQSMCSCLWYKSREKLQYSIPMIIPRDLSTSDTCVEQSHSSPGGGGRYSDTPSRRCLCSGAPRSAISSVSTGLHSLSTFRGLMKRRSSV
Active calls of the source: *; i = inactive.

canonical_smiles | KCNK3 block
N#CCOc1ccccc1CNC[C@H]1O[C@@H](n2cnc(C(N)=O)n2)[C@H](O)[C@@H]1O | i
Cc1cc(C)c(CN2CCN(CCCn3cnc(C(=O)Nc4ccc(C)c(C)c4)n3)CC2)c(C)c1 | i
C[C@@H]1NS(=O)(=O)c2cc(Cl)ccc2O[C@@H]1c1ccccc1 | i
CCN(C[C@H]1N[C@@](C)(C(=O)OC)[C@H]2C(=O)N(C)C(=O)[C@@H]12)S(=O)(=O)c1ccc(OC)cc1 | i
CCN1C(=O)[C@H]2[C@H]3CN=C(SCc4ccc(Cl)cc4)N3[C@@](C)(C(=O)OC)[C@H]2C1=O | i
COC(=O)[C@H]1C[C@H](O)CN1S(=O)(=O)c1ccc(Br)cc1F | i
CC[C@]12c3[nH]c4cc(CCC(=O)N(C)C)ccc4c3CCN1C(=O)[C@@H](CC(=O)NCc1ccco1)C[C@@H]2C(=O)N1CCN(C(=O)C2CC2)CC1 | i
C=C1[C@@H](CCO)N(S(=O)(=O)C(C)(C)C)C[C@@H]1C | i
C[C@]12c3[nH]c4ccc(Cl)cc4c3CCN1C(=O)[C@@H](CC(=O)NCCN1CCOCC1)C[C@@H]2C(=O)N1CCOCC1 | i
CCCCCCCCNCCS(=O)(=O)NCCCCCCCC | i
CCN1C[C@@H]2[C@@H]3C(=O)N(Cc4ccccc4)C(=O)[C@@H]3[C@](CC)(C(=O)OC)N2C1=NC | i
Cc1cccc(-c2noc(CCC(=O)N3CCN(c4cc(C)ccc4C)CC3)n2)c1 | -9.77*
CCCCN(C(C)=O)c1ccc2c(c1)C1CC2CCN1C(=O)OCc1ccccc1 (stereo not drawn) | i
CCN1C=C(C(C)=O)C(=O)CC1 | i
CC[C@]12c3[nH]c4cc(-c5ccco5)ccc4c3CCN1C(=O)[C@@H](CC(=O)NCc1ccc(OC)c(OC)c1)C[C@@H]2C(=O)N1CCN(C(=O)c2ccco2)CC1 | i
CCN(C[C@H]1N[C@@](CC)(C(=O)OC)[C@H]2C(=O)N(C)C(=O)[C@@H]12)C(=O)C1CCCCC1 | i
C[C@H](CO)N1C[C@H](C)[C@@H](CN(C)S(C)(=O)=O)Oc2ccc(NC(=O)CCN3CCOCC3)cc2C1=O | i
CCN(CC)C(=O)[C@H]1C[C@H](CC(=O)NCCCN(C)C)C(=O)N2CCc3c([nH]c4ccc(Cl)cc34)[C@]12C | i
COCCCNC(=O)C[C@H]1C[C@H](C(=O)N2CCOCC2)[C@@]2(C)c3[nH]c4ccc(Cl)cc4c3CCN2C1=O | i
O=C(C[C@H]1C/C=C\CC[C@H](Cc2ccc(F)cc2)C(=O)OC[C@H]2CCCN2C1=O)N[C@H](CO)Cc1ccccc1 | i
CC(C)(C)NC(=O)C(c1ccc(-c2ccccc2)cc1)N(C[C@H]1CC[C@@H]([C@@H]2CC[C@H](CO)O2)O1)C(=O)c1ccc(C(C)(C)C)cc1 (stereo partly drawn) | i
CC(C)(C)S(=O)N1Cc2cc(=O)n(Cc3ccccc3)cc2[C@@H]1CCO (stereo partly drawn) | i
COc1ccc(-c2noc(CCC(=O)N3CCN(c4cccc(F)c4)CC3)n2)cc1 | i
CC1=CN(S(=O)(=O)c2ccc(C)cc2)C[C@@H]2c3ccccc3N(S(=O)(=O)c3ccc(C)cc3)[C@H]12 | i
COc1ccc(CNC(=O)C[C@H]2C[C@H](C(=O)N3CCOCC3)[C@@]3(C)c4[nH]c5cc(-c6ccco6)ccc5c4CCN3C2=O)cc1OC | i
CN(C)C(=O)CCc1ccc2c3c([nH]c2c1)[C@]1(CCc2ccccc2)[C@@H](C(=O)N2CCCCC2)C[C@H](CC(=O)NCCc2ccccn2)C(=O)N1CC3 | i
CCN(C[C@H]1N[C@@](Cc2ccccc2)(C(=O)OC)[C@H]2C(=O)N(Cc3ccccc3)C(=O)[C@@H]12)S(=O)(=O)c1ccc(C(F)(F)F)cc1 | i
COC(=O)[C@]1(C)N[C@H](CN(C)C(=O)c2ccc(F)cc2)[C@@H]2C(=O)N(C)C(=O)[C@@H]21 | i
CC(C)C[C@H]1CN([C@@H](CC(C)C)CN2CCC[C@@H]2CN2C(=O)C(=O)NC[C@@H]2Cc2ccccc2)C(=O)C(=O)N1CC1CCCCC1 | i
CN(C(=O)c1ccc(NC(=O)Cc2ccc(NC(=O)C3CCCN(C(=O)C4CCC4)C3)cc2)cc1)C1CCCC1 (stereo not drawn) | i

Another view of part of the listing above:
KCNK3 block,SMILES
i,C[C@]12c3[nH]c4ccc(Cl)cc4c3CCN1C(=O)[C@@H](CC(=O)NCCN1CCOCC1)C[C@@H]2C(=O)N1CCOCC1
i,CCCCCCCCNCCS(=O)(=O)NCCCCCCCC
i,CCN1C[C@@H]2[C@@H]3C(=O)N(Cc4ccccc4)C(=O)[C@@H]3[C@](CC)(C(=O)OC)N2C1=NC

Next part:
canonical_smiles | KCNK3 block
COc1ccc(CN2c3c(Br)cccc3C(=O)CS2(=O)=O)cc1 | i
COc1ccc2[nH]c3c(c2c1)CCN1C(=O)C(CC(=O)NCCCn2ccnc2)C[C@H](C(=O)N2CCOCC2)[C@@]31CCC1CCCC1 (stereo partly drawn) | i
CC[C@]12c3[nH]c4ccc(Cl)cc4c3CCN1C(=O)[C@@H](CC(=O)NC/C=C(\C)CCC=C(C)C)C[C@@H]2C(=O)N1CCN(C(=O)C2CC2)CC1 | i
COc1cc2c(cc1OC)[C@@H](NC(=O)C(C)C)[C@H](OCc1ccccc1)C2 | i
F[B-](F)(F)c1cc2ccccc2s1 | i
C[C@H](CO)N1C[C@H](C)[C@@H](CN(C)S(=O)(=O)c2cccs2)Oc2ccc(NC(=O)Cn3cnnn3)cc2C1=O | i
CC(C)C[C@@H](CN)NC(=O)c1nc[nH]c1C(=O)N[C@@H](C)C(=O)CNC[C@H](C)NC(=O)c1nc[nH]c1C(=O)N[C@@H](C)C(=O)O | i
Cc1cccc(C2=NN(c3ccccc3)[C@H](CO)[C@H]2c2ccc(Cl)cc2)c1 | i
CCOC(=O)C1CC2=C(CC(C)(C)CC2=O)N(CCOC)C1=O (stereo not drawn) | i
Cc1ccc(-c2nc3ncccc3o2)cc1NC(=O)c1ccc2c(c1)OCO2 | i
O=C(c1cccc(Cl)c1)N1CCC2CC1c1cc(-c3ccccc3)ccc12 (stereo not drawn) | i
COC(=O)[C@H](CC(C)C)NC(=O)Cn1cnc2c(OCc3ccccc3)ncnc21 | i
NC(=O)c1ncn([C@@H]2O[C@H](CNS(=O)(=O)c3cc4ccccc4s3)[C@@H](O)[C@H]2O)n1 | i
Fc1ccc(-c2ccc3c(c2)C2CC3CCN2Cc2ccc3c(c2)OCO3)cc1 (stereo not drawn) | i
CCN(c1ccccc1)S(=O)(=O)c1ccc(OCC(F)(F)F)c(NC(=O)c2ccc(=O)[nH]c2)c1 | i
O=C(Cc1cccc(NC(=O)C2CCN(C(=O)CCc3ccccc3)CC2)c1)Nc1cccc(C(=O)N2CCCCC2)c1 | i
CC[C@@]1(C(=O)OC)N[C@H](CN(C)C(=O)Nc2ccccc2)[C@@H]2C(=O)N(Cc3ccccc3)C(=O)[C@@H]21 | i
CC(C)=CCC/C(C)=C/CNC(=O)C[C@H]1C[C@H](C(=O)N2CCOCC2)[C@@]2(C)c3[nH]c4cc(CCC(=O)N(C)C)ccc4c3CCN2C1=O | i
C=CCCC(=O)N1C[C@H]2CON(C)[C@H]2C[C@H]1c1cccc(Nc2ccccc2)c1 | i
CC(C)C[C@@H](CO)NS(=O)(=O)c1cc(Cl)ccc1F | i
COc1ccc(-c2ccc(-c3cc(=O)oc4cc(OC)c(OC)c(OC)c34)cc2)cc1 | i
COC(=O)[C@]1(C)N[C@H](CN(C)S(=O)(=O)c2ccc(OC(F)(F)F)cc2)[C@@H]2C(=O)N(C)C(=O)[C@@H]21 | i
O=C1N[C@@H](Cc2c[nH]c3ccccc23)C(=O)N[C@H]1Cc1ccccc1 | i
Cc1ccc(C)c(N2CCN(C(=O)CCc3nc(-c4ccccc4Cl)no3)CC2)c1 | i
CCCC(=O)c1ccc(OCc2cn(CC(=O)c3ccc(O)cc3)nn2)cc1 | i
COc1ccc([C@H]2C(C(=O)O)=C[C@@H](CC3CCCC3)N2S(=O)(=O)c2ccc(C)cc2)cc1OC | i
COc1ccc(-c2cc(CCC(=O)N3CCN(c4cc(C)ccc4C)CC3)on2)cc1 | i
CCN(CC)C(=O)[C@H]1C[C@H](CC(=O)NCc2ccc(OC)c(OC)c2)C(=O)N2CCc3c([nH]c4cc(CCC(=O)N(C)C)ccc34)[C@]12C | i
O=C(NC1CC1)c1ccc(NC(=O)C2CCCC2)cc1 | i
COCCCNC(=O)CC1C[C@H](C(=O)N2CCCCC2)[C@@]2(C)c3[nH]c4ccc(OC)cc4c3CCN2C1=O (stereo partly drawn) | i

(listing goes on)
canonical_smiles | KCNK3 block
O=C1NC[C@H](Cc2ccccc2)N(C[C@H]2CCCN2C[C@H](Cc2ccccc2)N2C[C@H](Cc3ccc(O)cc3)N(CC3CCCCCC3)C(=O)C2=O)C1=O | i
Nc1ncnc2c1ncn2[C@@H]1O[C@H](CNC(=O)[C@H]2CCC(=O)N2)[C@@H](O)[C@H]1O | i
COc1ccc2[nH]c3c(c2c1)CCN1C(=O)C(CC(=O)NCCCN(C)C)C[C@H](C(=O)N(C(C)C)C(C)C)[C@@]31C (stereo partly drawn) | i
Cc1ccccc1-c1cccc([C@@H]2C[C@H]3[C@H](CON3C)CN2C(=O)C(C)(C)C)c1 | i
C[C@H](CO)N1C[C@H](C)[C@@H](CN(C)CC2CC2)Oc2c(NS(=O)(=O)c3ccc(F)cc3)cccc2C1=O | i
O=C(NCCCN1CCOCC1)c1c(-c2ccccc2)sc2ccccc12 | i
COc1cc(CN(C2CC2)S(=O)(=O)c2ccccc2Br)cc(OC)c1 | i
CN(C)C(=O)CCc1ccc2c3c([nH]c2c1)[C@]1(C)[C@@H](C(=O)N2CCCCC2)C[C@H](CC(=O)NCCC2=CCCCC2)C(=O)N1CC3 | i
CN(C(=O)c1cccc(NC(=O)Cc2ccc(NC(=O)C3CCN(S(=O)(=O)c4cccc([N+](=O)[O-])c4)CC3)cc2)c1)C1CCC1 | i
C[C@@H]1CN(S(=O)C(C)(C)C)[C@@H](CCO)/C1=C\CCO (stereo partly drawn) | i
COc1cc(Cl)c(CNC[C@H]2O[C@@H](n3ccc(=O)[nH]c3=O)[C@H](O)[C@@H]2O)c(Cl)c1O | i
F[B-](F)(F)c1cnc2ccccc2c1 | i
CC(C)C[C@@H](CNCC(=O)[C@H](CC(C)C)NC(=O)c1[nH]cnc1C(=O)N[C@H](CN)CC(C)C)NC(=O)c1nc[nH]c1C(=O)N[C@@H](CC(=O)O)C(=O)O | i
COc1ccc(-c2ccc3c(c2)C2CC3CCN2C(=O)OCc2ccccc2)cc1 (stereo not drawn) | i
COc1ccc2cc([C@H](C)C(=O)OCc3cn(CC(=O)c4ccc(O)cc4)nn3)ccc2c1 | i
COC(=O)[C@H](CCSC)NC(=O)Cn1cnc2c(NCc3ccccc3)ncnc21 | i
Oc1ccc(C[C@H]2CNC(=S)N2CC2CCCN2C[C@H](Cc2ccccc2)N2C[C@H](Cc3ccc(O)cc3)N(CCc3ccccc3)C2=S)cc1 (stereo partly drawn) | i
COc1cc2c(cc1OC)[C@@H](NC(=O)C(C)C)[C@H](O)C2 | i
CN(C(=O)c1cccc(NC(=O)Cc2ccc(NC(=O)C3CCN(C(=O)C4CCCC4)CC3)cc2)c1)C1CC1 | i
CCOC(=O)[C@H]1[C@H]2COc3ccc(Br)cc3[C@H]2N2C(=O)CN(CCc3c[nH]c4ccccc34)C(=O)[C@@]12C | i
CC(C)N(C(=O)[C@H]1C[C@H](CC(=O)NCC23CC4CC(CC(C4)C2)C3)C(=O)N2CCc3c([nH]c4cc(CCC(=O)N(C)C)ccc34)[C@]12C)C(C)C | i
CC(=O)c1ccc(-c2c(C)cc3oc(=O)cc(-c4ccccc4)c3c2C)cc1 | i
C[C@]12c3[nH]c4cc(-c5ccco5)ccc4c3CCN1C(=O)[C@@H](CC(=O)NCc1ccco1)C[C@@H]2C(=O)N1CCCCC1 | i
CC[C@H](C)[C@H]1CNC(=S)N1CC1CCN(CCC(C)(C)C)CC1 | i
CCN(C[C@H]1N[C@@](CC)(C(=O)OC)[C@H]2C(=O)N(C)C(=O)[C@@H]12)C(=O)Nc1ccccc1 | i
COc1ccccc1-c1cccc([C@@H]2C[C@H]3[C@@H](CN2)CON3C)c1 | i
CC(C)(C)S(=O)N1Cc2cc(=O)n(Cc3ccccc3)cc2[C@H]1CCO (stereo partly drawn) | i
CCN(C[C@H]1N[C@@](Cc2ccccc2)(C(=O)OC)[C@H]2C(=O)N(C)C(=O)[C@@H]12)C(=O)c1ccc(F)cc1 | i
CN(CCc1ccccc1)C(=O)c1cccc(NC(=O)Cc2cccc(NC(=O)C3CCCN(C(=O)C4CCCCC4)C3)c2)c1 (stereo not drawn) | i

Retrieved one by one from the list above:
canonical_smiles | KCNK3 block
COC(=O)[C@H](CCSC)NC(=O)Cn1cnc2c(NCc3ccccc3)ncnc21 | i
CN(CCc1ccccc1)C(=O)c1cccc(NC(=O)Cc2cccc(NC(=O)C3CCCN(C(=O)C4CCCCC4)C3)c2)c1 (stereo not drawn) | i
COc1cc(Cl)c(CNC[C@H]2O[C@@H](n3ccc(=O)[nH]c3=O)[C@H](O)[C@@H]2O)c(Cl)c1O | i
O=C1NC[C@H](Cc2ccccc2)N(C[C@H]2CCCN2C[C@H](Cc2ccccc2)N2C[C@H](Cc3ccc(O)cc3)N(CC3CCCCCC3)C(=O)C2=O)C1=O | i
CC(C)(C)S(=O)N1Cc2cc(=O)n(Cc3ccccc3)cc2[C@H]1CCO (stereo partly drawn) | i
COc1ccccc1-c1cccc([C@@H]2C[C@H]3[C@@H](CN2)CON3C)c1 | i
COc1ccc2cc([C@H](C)C(=O)OCc3cn(CC(=O)c4ccc(O)cc4)nn3)ccc2c1 | i

Not all compounds are listed; the hit share may differ from the screen's.
